Compound activity as filed in PubChem BioAssay.
STAT1 inh – STAT1 signaling inhibitors, primary screen, cell-based, HTS, luciferase reporter. inhibition, % at 5.5 µM. AID 920, 2007. NIH 3T3 STAT1-luciferase reporter, IFN-gamma, luminescence. actives 0.35% (n = 200,000);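 active = inhibition above a set limit, the mean inhibition across all tested compounds plus 3 SD, cut at about 34% in these data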;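 note: 0% = IFN-gamma with DMSO and 100% = IFN-gamma with 300 µM nifuroxazide; values of inactives mirror those of a sister screen read the other way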
TLR4 MyD88 comp – inhibitors of TLR4-MyD88 association in cells, primary screen, cell-based, HeLa CL3-4, BLA complementation, FRET ratio; Toll-like receptor 4 (Homo sapiens) + Myeloid differentiation primary response protein …; HeLa CL3-4 TLR4/MyD88 BLA complementation; inhibition, % at 8.4 µM; actives 0.18% (n = 200,000); in the data active = inhibition above about 25%;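 note: 0% = vehicle and 100% = reference inhibitor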
Target sequence (O00206 whole entry, looked up): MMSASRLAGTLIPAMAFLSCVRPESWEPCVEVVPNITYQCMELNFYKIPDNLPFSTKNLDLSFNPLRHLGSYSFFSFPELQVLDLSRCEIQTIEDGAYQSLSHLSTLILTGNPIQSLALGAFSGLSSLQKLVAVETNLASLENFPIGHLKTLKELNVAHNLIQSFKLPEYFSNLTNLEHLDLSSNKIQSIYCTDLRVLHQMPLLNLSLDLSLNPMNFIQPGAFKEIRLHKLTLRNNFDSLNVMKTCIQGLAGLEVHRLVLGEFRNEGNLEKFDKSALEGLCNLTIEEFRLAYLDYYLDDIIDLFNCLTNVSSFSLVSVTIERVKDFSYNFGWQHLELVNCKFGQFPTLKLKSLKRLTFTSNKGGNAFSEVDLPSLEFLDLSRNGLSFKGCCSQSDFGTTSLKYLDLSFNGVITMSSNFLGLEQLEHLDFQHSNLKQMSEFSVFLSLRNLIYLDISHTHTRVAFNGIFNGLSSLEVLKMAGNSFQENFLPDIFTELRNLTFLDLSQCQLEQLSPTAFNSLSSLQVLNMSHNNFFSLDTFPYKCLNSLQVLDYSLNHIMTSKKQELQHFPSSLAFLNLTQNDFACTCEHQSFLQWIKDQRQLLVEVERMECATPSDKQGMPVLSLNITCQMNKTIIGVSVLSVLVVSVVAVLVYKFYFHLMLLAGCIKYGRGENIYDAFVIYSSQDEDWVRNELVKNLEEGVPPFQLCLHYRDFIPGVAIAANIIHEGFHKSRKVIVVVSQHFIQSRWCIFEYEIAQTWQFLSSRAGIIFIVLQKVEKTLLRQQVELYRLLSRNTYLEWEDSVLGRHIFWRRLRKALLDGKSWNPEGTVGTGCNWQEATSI
Target sequence (Q99836 whole entry, looked up): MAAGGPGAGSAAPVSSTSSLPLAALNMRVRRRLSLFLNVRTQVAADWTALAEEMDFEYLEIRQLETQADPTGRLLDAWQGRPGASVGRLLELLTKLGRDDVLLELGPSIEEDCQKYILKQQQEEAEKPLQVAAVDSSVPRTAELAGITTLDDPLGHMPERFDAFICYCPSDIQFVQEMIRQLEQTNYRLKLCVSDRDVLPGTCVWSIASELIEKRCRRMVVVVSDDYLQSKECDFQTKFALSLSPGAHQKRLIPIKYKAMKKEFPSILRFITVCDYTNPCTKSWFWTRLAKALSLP
HMGR II inh – inhibitors of E. faecalis class II HMGR, primary screen, biochemical, Enterococcus faecalis; inhibition, % at 10 µM; AID 1066, 2008; purified E. faecalis HMGR, NADPH absorbance 340 nm kinetic; actives 0.41% (n = 190,000);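 active = inhibition above a set limit, the median over all tested compounds plus 3 SD, cut at about 9.5% in these data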;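 note: enzyme runs in reverse so mevalonate oxidation gives rising NADPH absorbance; 0% = complete reaction with DMSO and 100% = background rate lacking mevalonate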
APP 5'UTR act – activators of APP 5'UTR luciferase reporter, primary screen, SH-SY5Y cells | SH-SY5Y APP 5'UTR luciferase reporter, luminescence; zero percent = DMSO vehicle wells | activation, % at 2 µM | actives 1% (n = 190,000);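 active = activation above a set limit, based on mean plus 3 SD of controls, cut at about 140% in these data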; note: values of inactives mirror those of a sister screen read the other way
NF-kB expr up – activators of NF-kB expression in neurons, primary screen, cell-based, HTS; fold change at 12.5 µM; AID 1239, 2008; actives 1.6% (n = 190,000); human neuronal cells, NF-kB reporter expression; active compounds read high; in the data active = fold change above about 3.3
Redox H2O2 prof – compounds producing H2O2 with reducing agent – biochemical, NIH compound library profiling, artefact control for MLSCN library redox annotation, primary screen; activation, % at 10 µM; actives 0.03% (n = 200,000); AID 878, 2007; DTT-dependent redox cycling H2O2, phenol red/HRP absorbance; 100% = 100 µM peroxide control, 0% = buffer;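 active = activation of at least 50% relative to the plate's high and low controls in the primary single-dose screen; inactive = activation below 50%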;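 note: compound incubated with DTT at 0.8 mM final as the reducing agent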
STAT3 blocker – IL-6 driven STAT3 reporter inhibitors, primary screen, U3A cells, luciferase, luminescence, MLSCN library | IL-6 STAT3-luciferase reporter; host cell line lacks STAT1 | inhibition, % at 5.5 µM | actives 0.89% (n = 190,000);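 active = inhibition above the mean inhibition across all screened compounds plus 3 SD, cut at about 44% in these data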;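 note: 0% = DMSO only wells and 100% = 100 µM nifuroxazide control wells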
Hsp70 act – Hsp70 transcriptional activators, primary screen, cell-based, HeLa, Hsp70 promoter luciferase, luminescence, 10 µM; HeLa Hsp70 promoter luciferase reporter; scaled: vehicle 0, proteasome-inhibitor control 100%; activation, % at 10 µM; actives 0.04% (n = 200,000); AID 1203, 2008;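 active = activation above the mean across all tested compounds plus 3 SD, cutoff set per campaign, cut at about 5.5% in these data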;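 note: 100% = MG132 at 30 µM as the positive control and 0% = DMSO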
STAT1 act – STAT1 signaling activators, primary screen, cell-based, HTS, luciferase reporter; activation (% of control), % at 5.5 µM; AID 932, 2007; actives 2.6% (n = 200,000); NIH 3T3 STAT1-luciferase reporter, IFN-gamma, luminescence; 100% = IFN-gamma alone, no compound;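 active = activation above the screen-wide mean activation plus 3 SD, cut at about 130% in these data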;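 note: raw ratio to IFN-gamma control signal so 100% means no change and 0% no light; values of inactives mirror those of a sister screen read the other way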
STAT3 activator – IL-6 driven STAT3 reporter potentiators, primary screen, U3A cells, luciferase, luminescence, MLSCN library. IL-6 STAT3-luciferase reporter; 100% = signal with IL-6 EC80 alone. activation (% of control), % at 5.6 µM. actives 0.91% (n = 190,000). AID 871, 2007;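 active = activation above the screen-wide mean of compound activation plus 3 SD, cut at about 130% in these data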;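 note: 0% = background luminescence of wells with medium and substrate only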
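Material: STAT3-luciferase reporter U3A cells. Controls: IL-6-treated wells, 100% activation. Read-out: % activation versus median of IL-6-stimulated wells. Probe or stimulus: IL-6 stimulus at 33 ng/mL final. Timing: compound 1 h, then IL-6 6 h at 37 °C. Signal: reporter luminescence signal.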
An asterisk follows results filed as active; . = no result given. Outcome played no part in choosing rows; any-hit rate near 5.6%.

SMILES	STAT1 inh	TLR4 MyD88 comp	HMGR II inh	APP 5'UTR act	NF-kB expr up	Redox H2O2 prof	STAT3 blocker	Hsp70 act	STAT1 act	STAT3 activator
Cc1occc1C(=O)NNC(=O)NC12CC3CC(CC(C3)C1)C2	-1	2	1	12	0.99	1.6	-5	-0.2	101	108
CCCN(C(=O)CCl)C1=CCCCC1	19	-1	-1	15	.	-0.5	7	-0.1	82	98
Cc1nc2ccc(NC(=O)Cc3ccc4c(c3)OCCO4)cc2s1	-9	-4	-9	15	1.2	0.0	8	-0.2	108	93
CCOc1ccc(S(=O)(=O)Nc2nc3ccccc3nc2N2CCN(C)CC2)cc1	1	-1	-10	18	1.2	-0.3	-9	-0.3	99	117
C#CCOCCOCCOCCNc1nc(N2CCN(C(=O)C(Cc3ccc(O)cc3)n3cc(C(N)CC(C)C)nn3)CC2)nc(N2CCN(C(=O)C(Cc3cc4ccccc4[nH]3)n3cc(C(N)C(C)CC)nn3)CC2)n1 (configuration not stated)	3	-9	-6	-2	0.94	-0.9	.	-0.1	99	.
NC(=O)NCc1ccc(F)cc1	-1	-28	-5	-4	1.1	1.0	4	0.1	99	102
COc1ccc(CCNC(=O)c2cnccn2)cc1	.	.	1	27	1.3	-1.3	.	.	.	.
C=CCN(C(=O)CN1CCOCC1)c1nc(C)c(-c2ccccc2)s1	10	0	-1	21	1	-1.1	21	-0.1	91	87
Cc1ccc(S(=O)(=O)N(C)C)cc1NC(=O)COC(=O)c1ccc2c(c1)OCCO2	5	18	1	9	1.3	-0.1	3	0.2	96	103
Cc1ccccc1NCC(=O)c1ccc(Br)cc1	1	4	4	5	1.2	0.6	17	-0.5	99	91
CC(C)c1ccc(CC(NC(=O)c2ccccc2)C(=O)NCC(=O)O)cc1 (configuration not stated)	-4	5	-4	4	1.2	0.3	-3	0.0	101	107
COc1ccc(-c2csc3[nH]c(=S)n(-c4ccccc4)c(=O)c23)cc1OC	0	-2	2	-10	0.99	-0.2	6	-0.2	100	93
O=c1c2ccccc2nnn1CSc1ccccc1	-72	-2	-1	158*	4.3*	0.4	25	-0.2	165*	78
N/C(=N\OC(=O)c1ccc(Cl)c(Cl)c1)c1ccccn1	-35	0	.	140*	4.5*	-3.1	2	-0.1	131*	102
Cc1sc2nnn(CC(=O)N3CCN(C(=O)c4ccco4)CC3)c(=O)c2c1C	2	-1	.	-7	.	-2.1	-5	0.1	98	104

Nine consecutive entries out of the list so far, quoted:
SMILES	STAT1 inh	TLR4 MyD88 comp	HMGR II inh	APP 5'UTR act	NF-kB expr up	Redox H2O2 prof	STAT3 blocker	Hsp70 act	STAT1 act	STAT3 activator
Cc1occc1C(=O)NNC(=O)NC12CC3CC(CC(C3)C1)C2	-1	2	1	12	0.99	1.6	-5	-0.2	101	108
CCCN(C(=O)CCl)C1=CCCCC1	19	-1	-1	15	.	-0.5	7	-0.1	82	98
Cc1nc2ccc(NC(=O)Cc3ccc4c(c3)OCCO4)cc2s1	-9	-4	-9	15	1.2	0.0	8	-0.2	108	93
CCOc1ccc(S(=O)(=O)Nc2nc3ccccc3nc2N2CCN(C)CC2)cc1	1	-1	-10	18	1.2	-0.3	-9	-0.3	99	117
C#CCOCCOCCOCCNc1nc(N2CCN(C(=O)C(Cc3ccc(O)cc3)n3cc(C(N)CC(C)C)nn3)CC2)nc(N2CCN(C(=O)C(Cc3cc4ccccc4[nH]3)n3cc(C(N)C(C)CC)nn3)CC2)n1 (configuration not stated)	3	-9	-6	-2	0.94	-0.9	.	-0.1	99	.
NC(=O)NCc1ccc(F)cc1	-1	-28	-5	-4	1.1	1.0	4	0.1	99	102
COc1ccc(CCNC(=O)c2cnccn2)cc1	.	.	1	27	1.3	-1.3	.	.	.	.
C=CCN(C(=O)CN1CCOCC1)c1nc(C)c(-c2ccccc2)s1	10	0	-1	21	1	-1.1	21	-0.1	91	87
Cc1ccc(S(=O)(=O)N(C)C)cc1NC(=O)COC(=O)c1ccc2c(c1)OCCO2	5	18	1	9	1.3	-0.1	3	0.2	96	103

(further entries)
SMILES	STAT1 inh	TLR4 MyD88 comp	HMGR II inh	APP 5'UTR act	NF-kB expr up	Redox H2O2 prof	STAT3 blocker	Hsp70 act	STAT1 act	STAT3 activator
COC(=O)c1ccccc1NC(=O)Cn1cnc2ccc(S(=O)(=O)N3CCC(C)CC3)cc2c1=O	6	2	-1	1	1	-2.0	5	-0.1	96	100
COC(=O)CNc1n[nH]c(=S)[nH]c1=O	-7	8	1	1	0.93	2.2	6	0.1	106	103
Cc1ccc2c(c1)C(O)(c1c(C)[nH]c3ccccc13)C(=O)N2 (configuration not stated)	3	-5	-5	-7	1	0.5	-39	0.4	103	134*
CCOC(=O)C1CCCN(C2CC(=O)N(c3ccc(NC(C)=O)cc3)C2=O)C1 (configuration not stated)	-2	13	-7	23	1.2	-1.0	17	-0.1	101	95
O=C(O)Cn1cnc2scc(-c3cccs3)c2c1=O	8	7	.	1	.	1.6	-1	-0.2	93	104
CCOC(=O)c1cc2sccc2n1CC(=O)c1ccc2c(c1)OCCO2	1	9	-6	11	0.85	3.2	14	-0.1	99	92
Cc1ccc(CNC(=O)CSCC(=O)O)cc1	-2	8	6	-2	1.1	-4.4	0	-0.2	102	101
CCOc1ccc(-c2nnc(-c3ccccc3)o2)cc1	19	19	0	114	4.2*	1.0	66*	-0.5	86	48
O=C(NCc1cccnc1)c1ccc([N+](=O)[O-])cc1	-1	3	-3	2	1	-0.3	18	-0.2	101	94
COC(=O)c1ccc(NC(=O)COC(=O)C2CC(=O)N(Cc3ccccc3)C2)cc1 (configuration not stated)	3	-9	-2	-2	0.9	-1.5	-4	0.1	96	106
O=C(N/N=C/c1cc([N+](=O)[O-])ccc1N1CCNCC1)c1ccc([N+](=O)[O-])cc1	3	-7	-4	15	1.7	-4.0	5	-0.5	97	100
Cc1ccc(S(=O)(=O)N(C)CC(=O)Nc2cccc3c2CCCC3)cc1	-2	1	-2	23	0.9	1.1	11	-0.1	102	100
O=C(O)c1c2c(nc3ccc(S(=O)(=O)N4CCC(C(=O)NC5CCCCCC5)CC4)cc13)CCCC2	-2	6	-2	-3	1	-0.6	16	0.0	101	92
COc1cc(/C=C2\SC(=S)N(CC(=O)NC(C)(C)C)C2=O)cc(OC)c1OC	-1	-5	1	-4	1.7	0.0	-6	-0.4	101	111
c1ccc(Cn2nnc3c(NCCN4CCOCC4)ncnc32)cc1	4	-12	-3	7	1.3	1.4	-5	-0.3	96	107
CC1(C)OC(C(N)=O)C(C(N)=O)O1 (configuration not stated)	-1	3	-4	-6	1.2	0.1	6	0.4	101	101
CNC(=O)Nc1ccc(Cl)cc1	0	-12	-1	-14	1.3	2.1	4	-0.4	100	100
O=C(Nc1cccc2cccnc12)c1ccc(Br)o1	-10	-14	-3	4	1.1	2.9	-14	-0.2	109	114
O=C(c1cccc(F)c1)N1CCN(Cc2c[nH]c3ccccc23)CC1	7	2	1	10	1.2	-0.4	-81	-0.3	93	168*
CC(NC(=O)c1ccc(CS(=O)(=O)c2cccc(C(F)(F)F)c2)o1)c1ccc2c(c1)OCCO2 (configuration not stated)	-5	-7	0	-8	0.77	0.2	11	0.0	104	95
Cc1cc(C)c(C)c(N=Nc2nc3ccccc3n2C)c1C	-8	12	-2	56	1.5	0.1	21	-0.3	107	83
Cc1ccc(C(=O)NNc2cc(N3CCCC3)nc(N3CCCC3)n2)cc1	0	10	-4	1	0.66	2.1	21	-0.2	104	88
CCC(=O)N1N=C(c2ccc(C)o2)CC1c1ccc(N(C)C)cc1 (configuration not stated)	-18	-11	5	-9	1.1	-0.8	-4	0.0	115	110
CCc1nc(NCc2ccccc2)c(C#N)c2c1CCCC2	-1	10	-3	2	0.85	0.4	-10	-0.1	101	112
CCC(=O)Nc1nnc(SCc2cccc(F)c2)s1	-9	7	5	26	1.2	-0.2	13	-0.1	109	95
Cc1cccc(NC(=O)CSc2nnc(CNC(=O)c3ccc(S(=O)(=O)N(C)C)cc3)n2-c2ccc(F)cc2)c1	7	-10	8	-5	1.3	0.1	4	-0.3	94	99
CCc1ccc(NC2CC(=O)N(c3ccc(OC)cc3OC)C2=O)cc1 (configuration not stated)	-2	7	-3	-5	0.97	-4.0	4	2.6	102	99
c1ccc2sc(NC3=NCN(C4CCCCC4)CN3)nc2c1	-1	6	-6	11	1.2	1.6	7	-0.3	101	97
CCOc1ccccc1NC(=O)Nc1c(C)n(-c2ccccc2)c(=O)n1C	-1	2	-2	10	1	1.9	7	-0.2	101	97
CCOC(=O)c1[nH]c(C)c(C(=O)N2CCN(C(=O)OCC)CC2)c1CC	-8	-8	-2	-3	1.1	-0.3	8	0.1	108	99
COC(=O)C1CCN(C(=O)c2ccccc2Oc2ccccc2)CC1	3	-14	0	9	1	0.8	6	-0.2	97	97
COc1ccc(NC(=S)Nc2ccccc2C(F)(F)F)cc1	4	12	2	-9	1.3	0.0	21	-0.1	95	87
O=C(CN(Cc1ccc(Cl)c(Cl)c1)S(=O)(=O)c1ccccc1)N/N=C\c1ccc2c(c1)OCO2	-6	-5	-3	-8	1.1	0.7	-5	-0.2	106	105
Cc1ccccc1-c1cc2nc(-c3ccc([N+](=O)[O-])cc3)cc(=O)n2[nH]1	0	-6	-9	-28	0.95	-0.1	-7	-0.2	98	108
COCCOC(=O)CC1=NC(=O)CS1	10	11	-3	5	1.1	1.6	5	-0.3	91	103
Cc1onc(C(=O)N2CCOCC2)c1[N+](=O)[O-]	-12	-7	-7	6	1.4	0.3	10	-0.2	110	101
CCC(C)Nc1c([N+](=O)[O-])cc(C)cc1[N+](=O)[O-] (configuration not stated)	2	3	1	9	1.1	-1.7	11	-0.3	99	94
COc1ccc(-c2cc(-c3nnc(COC(=O)c4ccncc4)o3)c3ccccc3n2)cc1OC	1	-7	-4	-6	0.58	-0.1	13	0.3	99	91
O=C(Nc1cnn(C23CC4CC(CC(C4)C2)C3)c1)c1cnn2cccnc12	-24	6	0	84	3	1.4	26	-0.1	122	82
Oc1c(Br)cc(Br)cc1CNc1ccc(F)cc1	-2	0	-6	2	0.85	-1.3	1	-0.2	102	101
